HPDE-C7 viability = cytotoxicity in HPDE-C7 cells, cell-based, fluorescence, HTS (AID 430) | 63,000 tested, 1.8% active | HPDE-C7 pancreatic duct cells viability, fluorescence; higher % means a stronger effect | cytotoxicity, % at 10 µM; hits with a dose series show EC50 in µM;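 note: cells exposed to compound for 48 hours before viability readout; 0% = vehicle and 100% = reference cytotoxic drug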
KRASV12 cytotoxicity = cytotoxicity in KRAS-transformed pancreatic duct cells, primary screen, cell-based, fluorescence, HTS (AID 431); HPDE-C7K KRASV12 cells, Alamar Blue viability, 48 h; higher % means a stronger effect; one-dose cytotoxicity, % at 10 µM; EC50 in µM for titrated hits; 63,000 tested, 1.7% active;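 active = compounds whose percent cytotoxicity in the single-dose primary screen, scaled between solvent and toxic-drug controls, exceeds 50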;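 note: 0% = DMSO solvent wells and 100% = doxorubicin-treated wells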
LYP inhibition = LYP phosphatase inhibitors, primary screen, biochemical, DiFMUP fluorescence, recombinant catalytic domain, 10 µM (AID 606); recombinant LYP catalytic domain, DiFMUP fluorescence; higher % means a stronger effect; inhibition, % at 10 µM; hits with a dose series show IC50 in µM; 52,000 tested, under 10 active;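 active = IC50 under 40 µM in the dose-response test; inactive = IC50 of 40 µM or more, or never dose-tested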
Bfl-1 inhibitors = Bfl-1 inhibitors, primary screen, biochemical, fluorescence polarization, FITC-Bid, mouse (AID 432); FITC-Bid BH3 peptide fluorescence polarization displacement; higher % means a stronger effect; displacement, % at 20 µM; hits with a dose series show IC50 in µM; 64,000 tested, 0.02% active; in the data active = a potency from the dose series; inactive = the rest, 99 in 100 with displacement below about 15%; note: strong numbers were not always called active
HT1080 cytotoxicity = HT1080 cell viability loss – fluorescence readout (AID 620). cytotoxicity, % at 10 µM, or EC50 in µM where a hit was titrated. 87,000 tested, 0.42% active. HT1080 viability, fluorescence; higher % means a stronger effect;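 note: cells exposed to compound overnight then 4 h with Alamar Blue; 0% = vehicle DMSO and 100% = killing control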
TNAP inhibition = human TNAP enzyme inhibitors, biochemical, luminescent (AID 518). purified TNAP enzyme, luminescent substrate readout; higher % means a stronger effect. inhibition, % at 20 µM, or IC50 in µM where a hit was titrated. 64,000 tested, 0.09% active; in the data active = a potency from the dose series; inactive = the rest, 99 in 100 with inhibition below about 22%;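 note: plate controls were vehicle for no effect and reference inhibitor for full effect; many of its hits are not listed in these tables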
Spn DPM-DC inh = blocks S. pneumoniae diphosphomevalonate decarboxylase | 65,000 tested, 0.49% active | calls only at 10 µM | purified DPM-DC, PK/LDH coupled NADH fluorescence;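 active = the 320 compounds with the highest percent inhibition in the single-dose primary screen, excluding strongly autofluorescent ones, cut at about 32% in these data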;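 note: kinetic rate of NADH fluorescence loss reporting ADP formed by the decarboxylase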
Spn MK inh = blocks S. pneumoniae mevalonate kinase. purified MK, PK/LDH-coupled NADH absorbance 340 nm. inhibition, % at 10 µM. 65,000 tested, 0.48% active. AID 555;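 active = ranked among the strongest by inhibition in the single 10 µM screen, a fixed top-ranked set picked for dose follow-up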; note: no value below 0 was filed
Spn PMK inh = inhibitors of Streptococcus pneumoniae phosphomevalonate kinase. purified PMK, PK/LDH-coupled NADH absorbance 340 nm. inhibition, % at 10 µM. 65,000 tested, 0.49% active;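 active = top-ranked compounds by inhibition in the single 10 µM screen, taking a fixed number of the strongest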;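 note: 0% = full reaction with DMSO carrier and 100% = background rate without enzyme reaction; no value below 0 was filed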
Spn PMK inh pilot replicates = recorded beside Spn PMK inh, whose call it bears; inhibition, %; measured here: pilot screen replicates
Spn MK inh pilot replicates = recorded beside Spn MK inh, whose call it bears; inhibition, %; measured here: pilot screen replicates
Spn DPM-DC inh pilot screen % = also measured in Spn DPM-DC inh; calls as there; inhibition, %; measured here: pilot screen trials
* marks the source's active call; other numbers are inactive results; i = inactive; x = not tested or not shown. Cut-off read from the data, not from the text of the source, unless noted: active = cytotoxicity above about 50%; inactive = the rest.

SMILES	HPDE-C7 viability	KRASV12 cytotoxicity	LYP inhibition	Bfl-1 inhibitors	HT1080 cytotoxicity	TNAP inhibition	Spn DPM-DC inh	Spn MK inh	Spn PMK inh	others
CC(NC(=O)Nc1nnc(C(F)(F)F)s1)(C(F)(F)F)C(F)(F)F	8.8µM*	14µM*	1%	1%	27%	5%	i	4	0
O=C1NCCN1C(=O)c1cccc(Cl)c1	-8%	3%	11%	-4%	2%	-2%	i	0	4
CCn1c(CC(C)C)n[nH]c1=S	-2%	-4%	2%	-6%	8%	6%	i	44*	3
COCC(C)n1c(COc2ccccc2F)nnc1SCc1c(C)noc1C (stereo not drawn)	-1%	-4%	6%	-8%	-5%	9%	i	3	29*
CC1CC(N(C(=O)c2ccco2)c2ccccc2)c2ccccc2N1 (stereo not drawn)	7%	5%	-10%	4%	5%	3%	i	0	16
C=CCn1c(COc2ccccc2)nnc1SCC(=O)Nc1ccc2c(c1)OCCO2	5%	-1%	3%	-9%	5%	10%	i	1	5
Cn1c(=O)c(C(=O)Nc2ncccc2O)c(O)c2ccccc21	-40%	-21%	11%	-2%	9%	5%	i	6	0
O=C(c1ccccc1C(=O)N1CCN(c2ccc(F)cc2)CC1)N1CCN(c2ccc(F)cc2)CC1	2%	-5%	14%	-5%	0%	7%	i	6	7
COC(=O)c1cc2ccccc2c(=O)s1	0%	12%	-1%	-2%	0%	8%	i	6	7
O=C(OCC(=O)N1CCN(C(=O)c2ccco2)CC1)c1ccccc1C(=O)c1ccccc1	-10%	12%	13%	-1%	1%	-3%	i	0	13
N#CCCn1cc(C(CC(=O)c2ccccc2)C(=O)O)c2ccccc21 (stereo not drawn)	x	x	x	x	-8%	x	i	9	2
CC(=Nc1ccc(C)c(C)c1)C1=C(O)CCC1=O	-4%	20%	4%	-6%	31%	34%	i	2	10	Spn PMK inh pilot replicates=1.0;Spn MK inh pilot replicates=0.0;Spn DPM-DC inh pilot screen %=0.0
Cc1cccc(N2CCN(C(=O)CCn3c(=O)[nH]c4ccccc4c3=O)CC2)c1C	-7%	0%	-8%	3%	1%	9%	i	3	13
COC(=O)C(NC(=O)c1ccccc1)=C(C)C	-27%	-17%	14%	-6%	3%	6%	i	9	14
CCOC(=O)C1CCN(S(=O)(=O)Cc2ccccc2)C1=O (stereo not drawn)	3%	2%	10%	-6%	5%	12%	i	10	10
COC(=O)c1cc(-c2ccc(OC)c(OC)c2)n[nH]1	-16%	-6%	14%	-11%	x	17%	i	4	16
O=C(CN1C(=O)C2C3C=CC(C3)C2C1=O)NC1CCCc2ccccc21 (stereo not drawn)	-17%	-1%	11%	-1%	0%	6%	i	7	14
CC1(C)S[C@@H]2[C@H](NC(=O)C(C(=O)O)c3ccccc3)C(=O)N2[C@H]1C(=O)O (stereo partly drawn)	-2%	9%	23%	0%	-8%	8%	i	12	5	Spn PMK inh pilot replicates=7.0;Spn MK inh pilot replicates=2.0;Spn DPM-DC inh pilot screen %=1.0
Cc1nnc(SCCn2c(N3CCCCC3)nc3c2c(=O)[nH]c(=O)n3C)s1	x	x	-6%	x	-17%	x	i	0	5
COc1ccc2nc(NC(=O)c3ccc(-n4nc(C)cc4C)cc3)sc2c1	6%	-4%	7%	0%	17%	15%	x	4	18

Sorted by length of the SMILES (rising): nine of the compounds above
SMILES	HPDE-C7 viability	KRASV12 cytotoxicity	LYP inhibition	Bfl-1 inhibitors	HT1080 cytotoxicity	TNAP inhibition	Spn DPM-DC inh	Spn MK inh	Spn PMK inh	others
COC(=O)C(NC(=O)c1ccccc1)=C(C)C	-27%	-17%	14%	-6%	3%	6%	i	9	14
CC(=Nc1ccc(C)c(C)c1)C1=C(O)CCC1=O	-4%	20%	4%	-6%	31%	34%	i	2	10	Spn PMK inh pilot replicates=1.0;Spn MK inh pilot replicates=0.0;Spn DPM-DC inh pilot screen %=0.0
COC(=O)c1cc(-c2ccc(OC)c(OC)c2)n[nH]1	-16%	-6%	14%	-11%	x	17%	i	4	16
COc1ccc2nc(NC(=O)c3ccc(-n4nc(C)cc4C)cc3)sc2c1	6%	-4%	7%	0%	17%	15%	x	4	18
O=C(CN1C(=O)C2C3C=CC(C3)C2C1=O)NC1CCCc2ccccc21 (stereo not drawn)	-17%	-1%	11%	-1%	0%	6%	i	7	14
Cc1nnc(SCCn2c(N3CCCCC3)nc3c2c(=O)[nH]c(=O)n3C)s1	x	x	-6%	x	-17%	x	i	0	5
Cc1cccc(N2CCN(C(=O)CCn3c(=O)[nH]c4ccccc4c3=O)CC2)c1C	-7%	0%	-8%	3%	1%	9%	i	3	13
O=C(OCC(=O)N1CCN(C(=O)c2ccco2)CC1)c1ccccc1C(=O)c1ccccc1	-10%	12%	13%	-1%	1%	-3%	i	0	13
CC1(C)S[C@@H]2[C@H](NC(=O)C(C(=O)O)c3ccccc3)C(=O)N2[C@H]1C(=O)O (stereo partly drawn)	-2%	9%	23%	0%	-8%	8%	i	12	5	Spn PMK inh pilot replicates=7.0;Spn MK inh pilot replicates=2.0;Spn DPM-DC inh pilot screen %=1.0

(list continues)
SMILES	HPDE-C7 viability	KRASV12 cytotoxicity	LYP inhibition	Bfl-1 inhibitors	HT1080 cytotoxicity	TNAP inhibition	Spn DPM-DC inh	Spn MK inh	Spn PMK inh	others
CCOc1ncccc1C(=O)OCc1cc(=O)oc2c(C)c(C)ccc12	8%	9%	1%	-9%	10%	13%	i	0	13
NC(=O)c1cccc2c3c([nH]c12)CCCC3	-3%	-9%	13%	-3%	-2%	9%	i	5	5
[O-][N+]1=C2CCC/C(=N\O)C2=NC12CCCCC2	-6%	-13%	14%	-4%	-7%	8%	i	0	2
Cn1c(NC(=O)c2ccccc2)cc(=O)n(C)c1=O	-20%	-7%	9%	-6%	1%	-1%	i	8	6
COCCn1c(=N)c(C(=O)NCCc2ccc(OC)cc2)cc2c(=O)n3cccc(C)c3nc21	-2%	7%	x	1%	0%	13%	i	9	8
Cc1cccc(OCC(=O)Nc2ccccc2N2CCN(C(=O)C(C)C)CC2)c1C	-8%	-4%	15%	-4%	-9%	4%	i	0	0	Spn PMK inh pilot replicates=1.5;Spn MK inh pilot replicates=0.0;Spn DPM-DC inh pilot screen %=0.0
Cc1cccc(N(C)S(=O)(=O)c2ccc3[nH]cc(C(=O)N4CCOCC4)c(=O)c3c2)c1	-5%	-3%	3%	0%	3%	4%	i	5	0
CC(=O)CSc1nnc(CSc2ncccn2)n1C1CCCCC1	0%	-1%	6%	-2%	22%	0%	i	0	10
O=C(NCC1CCCO1)c1nnc(Cc2ccc(F)cc2)o1 (stereo not drawn)	11%	5%	10%	4%	-3%	5%	i	0	11
COc1ccc2[nH]c(=O)c(CN(Cc3ccc4c(c3)OCO4)C(C)=O)cc2c1	-14%	-16%	x	0%	16%	6%	i	10	12
C/C(=N\O)C(=O)NCCN1CCCCC1	-6%	1%	x	-5%	1%	11%	i	8	2
COCCn1c(=NC(=O)c2ccc3c(c2)OCO3)c(C#N)cc2c(=O)n3cccc(C)c3nc21	-13%	-9%	x	-9%	4%	0%	i	0	9
CCOc1ccc(N(CC(=O)Nc2cccc(F)c2)S(=O)(=O)c2c(C)noc2C)cc1	-5%	4%	9%	6%	-11%	4%	i	3	11
O=c1oc2ccc3ccccc3c2cc1-c1nnc(-c2ccccc2)o1	13%	-5%	4%	7%	2%	9%	x	19	5
O=C(CC1N=C2c3ccccc3N=C(SCc3ccc(Cl)cc3)N2C1=O)NCc1ccco1 (stereo not drawn)	4%	12%	5%	-4%	-2%	10%	i	10	8
COc1ccc(-c2c(C)n([O-])c(C)c(C)[n+]2=O)cc1OC	-27%	-15%	12%	-2%	8%	6%	i	3	13
O=C(Nc1nnc(C(F)(F)F)s1)c1cccnc1	2%	-15%	-7%	-1%	24%	8%	i	3	9
CCOC(=O)C1CCN(c2nc3ccccc3nc2C(C#N)C(=O)OCCOC)CC1 (stereo not drawn)	-17%	4%	-7%	3%	-6%	15%	i	2	12	Spn PMK inh pilot replicates=0.0;Spn MK inh pilot replicates=1.5;Spn DPM-DC inh pilot screen %=1.0
Cn1cccc1Cc1nnc(SCC(=O)NCc2ccc3c(c2)OCO3)n1CCc1ccccc1	3%	4%	x	-4%	-3%	-3%	i	12	10
CCOC(=O)C(NC(C)=O)(Nc1cccc(F)c1)C(F)(F)F (stereo not drawn)	-17%	-3%	16%	-9%	-35%	1%	i	4	3
CCOC(=O)CCCCNCc1ccccc1	-12%	-6%	x	2%	-2%	6%	i	8	11
Cc1ccc(C(=O)N2CCN(S(C)(=O)=O)C2)cc1	8%	11%	x	-6%	-2%	13%	i	13	6
C=CCn1c(-c2ccc(Cl)cc2)c[nH]c1=S	7%	0%	-3%	1%	2%	0%	i	14	14
O=C(CSc1nnc(Cc2cccs2)n1-c1ccccc1)Nc1ccc2c(c1)OCCO2	14%	9%	x	2%	-3%	4%	i	7	9
COc1ccccc1C(=O)OCC(=O)Nc1ccc(OC(F)F)cc1	5%	1%	-1%	-1%	4%	9%	i	13	13
O=C(Nc1ccc(N2CCOCC2)cc1)Nc1cnsn1	4%	5%	5%	-2%	-7%	5%	i	7	0
CCOC(=O)c1c(C)[nH]c(C(=O)COC(=O)C2CC2C)c1C (stereo not drawn)	-1%	6%	8%	-1%	0%	12%	i	0	16	Spn PMK inh pilot replicates=5.0;Spn MK inh pilot replicates=3.5;Spn DPM-DC inh pilot screen %=1.5
CCOC(=O)CSc1nnc(-c2nnc(SCC(=O)OCC)n2CC)n1CC	-6%	-9%	6%	-1%	18%	9%	i	1	12
COCc1cc(C)c(C#N)c(=S)[nH]1	3%	2%	13%	-3%	7%	12%	i	58*	21
COC(=O)c1[nH]cnc1C(=O)c1ccccc1	-6%	-1%	14%	-3%	23%	8%	i	8	1
CCN(CC)S(=O)(=O)c1cccc(C(=O)NC(C(=O)Nc2nnc(C3CC3)s2)C(C)C)c1 (stereo not drawn)	-3%	0%	17%	-3%	6%	9%	i	8	13
O=C(Cn1cnc2c(nnn2-c2ccc(F)cc2)c1=O)N1CCCC1	-10%	-4%	4%	2%	25%	8%	i	7	11
Cc1occc1-c1nnc(SCC(=O)c2cc3ccccc3oc2=O)o1	-7%	-16%	-2%	4%	-29%	10%	i	9	6
CC(C)n1nc(C(=O)NCCc2ccc(S(N)(=O)=O)cc2)c2ccccc2c1=O	-2%	-7%	x	2%	4%	10%	i	10	0
Oc1ccc(-c2csc(NCc3ccco3)n2)cc1	47%	36%	-8%	-2%	12%	20%	i	12	0
O=c1cc(-c2ccccc2)[nH]n1-c1nc2ccccc2[nH]1	2.7µM*	2.2µM*	17%	3%	6%	-23%	i	10	12

Rows were taken by chance; about 3.3% have a hit in one of these screens.
